Screening results from PubChem.
Rad51 HR inh: blocks human Rad51 in homologous recombination; Q06609; hRad51 DNA strand exchange, fluorescence dequenching; inhibition, % at 10 µM; hit rate 0.085% among 200,000;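 active = inhibition above 40% at the single screening dose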;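 note: 0% = DMSO control wells and 100% = blanks with heterologous ssDNA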
Target sequence (Q06609 whole entry, looked up): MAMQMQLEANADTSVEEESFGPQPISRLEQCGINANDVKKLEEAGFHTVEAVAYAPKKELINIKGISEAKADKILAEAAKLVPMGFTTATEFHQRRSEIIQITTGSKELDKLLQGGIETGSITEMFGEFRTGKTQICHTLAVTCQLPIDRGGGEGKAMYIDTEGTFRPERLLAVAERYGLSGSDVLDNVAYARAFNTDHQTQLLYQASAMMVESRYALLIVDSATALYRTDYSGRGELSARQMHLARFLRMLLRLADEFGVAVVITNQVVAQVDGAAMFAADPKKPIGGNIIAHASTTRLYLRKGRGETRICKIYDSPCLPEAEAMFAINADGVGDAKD
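Test system – preformed human Rad51 ssDNA filaments · Reagent – Donor/quencher-labelled 47-bp dsDNA substrate · Incubation – 37 °C 15-min filament assembly, 30-min compound preincubation, 15-min exchange · Signal – FRET fluorescence dequenching, excitation 485 nm, emission 520 nm · Read-out – percent inhibition from fluorescence, normalised to plate control and blank means · Benchmarks – plate control and blank wells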
hK5 inh: kallikrein 5 (human) inhibition; inhibition, % at 5 µM; recombinant hK5, fluorogenic AMC substrate cleavage; hit rate 0.59% among 210,000; Q9Y337;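 active = inhibition of 40% or more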;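 note: 0% = enzyme controls without compound and 100% = no-enzyme blanks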
Target sequence (Q9Y337 67-293 limits assumed): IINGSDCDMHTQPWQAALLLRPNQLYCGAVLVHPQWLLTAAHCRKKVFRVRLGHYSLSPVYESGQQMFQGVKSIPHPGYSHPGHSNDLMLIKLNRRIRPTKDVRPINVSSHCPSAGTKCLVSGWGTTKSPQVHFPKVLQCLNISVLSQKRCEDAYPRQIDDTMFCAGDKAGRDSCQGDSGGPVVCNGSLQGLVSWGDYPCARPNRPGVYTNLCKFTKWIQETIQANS
KCC2 mod: modulates chloride dependent transport by human KCC2; Q9H2X9; KCC2 cells, thallium flux FluoZin-2 fluorescence; B-score of Tl+ flux slope (higher = more flux/activation; lower = inhibition) at 10 µM; hit rate 2.2% among 190,000;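 active = thallium flux slope and its plate-corrected score both differing from the plate sample mean at a set confidence after two filtering rounds, in either direction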;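 note: slope of fluorescence scaled to starting intensity during 10 to 20 s after thallium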
EBV gp42 block: inhibitors of Epstein-Barr virus glycoprotein 42; Q1HVG2; Fluorescence polarization binding assay, mP read-out; inhibition, % (tested at 21.74 µM); hit rate 0.42% among 220,000; in the data active = inhibition above about 50%
p47phox inh: blocks human p47phox regulatory protein of NADPH oxidases; P14598; AID 1274; inhibition, % at 24.7 µM; p47phox/p22phox peptide binding, fluorescence polarization, 2 h; hit rate 0.53% among 220,000;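 note: 0% = p47phox with labelled peptide and 100% = labelled peptide alone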
Target sequence (P14598 whole entry, looked up): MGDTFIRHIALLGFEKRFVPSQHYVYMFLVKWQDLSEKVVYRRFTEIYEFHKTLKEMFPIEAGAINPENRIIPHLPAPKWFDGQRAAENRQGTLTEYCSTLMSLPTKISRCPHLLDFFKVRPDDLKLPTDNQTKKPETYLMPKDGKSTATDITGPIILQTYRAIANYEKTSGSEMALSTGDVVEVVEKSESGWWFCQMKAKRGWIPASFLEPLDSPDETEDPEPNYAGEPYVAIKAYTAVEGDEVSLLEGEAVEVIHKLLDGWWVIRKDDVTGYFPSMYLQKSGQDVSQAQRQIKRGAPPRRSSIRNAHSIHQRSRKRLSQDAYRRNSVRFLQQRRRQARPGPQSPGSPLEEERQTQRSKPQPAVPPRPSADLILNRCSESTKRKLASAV
eIF4E 4G PPI: eIF4E/eIF4G interaction inhibition in translation initiation | P63073+Q04637 | TR-FRET eIF4E-eIF4GI(517-606) binding, 2 h | inhibition, % at 21.7 µM | hit rate 0.37% among 220,000 | AID 782;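 note: 0% = full FRET control wells and 100% = background wells lacking eIF4GI fragment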
Thrombin inh: inhibitors of human thrombin | P00734 | alpha-thrombin, Boc-VPR-AMC fluorogenic substrate cleavage | inhibition, % at 5 µM | hit rate 0.26% among 220,000;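 active = inhibition at or above 40%; inactive = inhibition below 40%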;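 note: 0% = enzyme with no compound and 100% = wells without enzyme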
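Material: human alpha-thrombin protein; Also added: Boc-VPR-AMC substrate, 15 µM final; Timing: enzyme reaction carried out at room temperature; Signal: fluorescence, ex 355 nm, em 460 nm; Measure: % inhibition of thrombin; Controls: enzyme without compound as high, wells lacking enzyme as low.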
14-3-3 Bad inh: disrupts binding of bovine 14-3-3 zeta to phospho-Bad peptide; P63103; hit rate 0.71% among 220,000; TR-FRET 14-3-3zeta/Dy647-pBad peptide displacement, 1 h; inhibition, % at 21.7 µM;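 active = inhibition above about 70%, limit read from the data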;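 note: 0% = full 14-3-3 plus peptide FRET controls and 100% = background without 14-3-3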
Furin inhibitor: blocks human furin protease activity; purified furin, fluorogenic substrate cleavage; inhibition, % at 30 µM; hit rate 0.061% among 220,000; AID 463115; in the data active = inhibition above about 25%; note: inactives centre near -15
Starred values were filed as active, the others as inactive; / = not tested or not shown; [ ] = remark or other dose.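 Rule for the calls, unless noted: active = inhibition above about 30% (limit read from the data); inactive = the rest.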

SMILES	Rad51 HR inh	hK5 inh	KCC2 mod	EBV gp42 block	p47phox inh	eIF4E 4G PPI	Thrombin inh	14-3-3 Bad inh	Furin inhibitor
CCCS(=O)(=O)N1CCN(Cc2ccc([N+](=O)[O-])cc2)CC1	1.0	-2.1	-0.756	-14.4	3.1	-0.9	-12.4	40.6[fluorescence artefact?]	-5.5
Cc1nn(Cc2ccccc2)c(Cl)c1/C=C/C(=O)OC(C)C(=O)N1CCCC1 (stereo unspecified)	10.0	-1.7	0.241	4.3	-1.1	-1.3	-30.9	-8.0	-20.7
CN(C)c1ccc(/C=N/NC(=O)CN(c2cccc(Cl)c2)S(C)(=O)=O)cc1Br	-0.1	-22.7	0.202	-7.1	0.9	1.4	-4.7	12.6	-14.0[20 µM]
CC(C)c1nc2sc3c(SCC(N)=O)ncnc3c2c2c1CCC2	/	-0.7	3.24	-5.5	-23.6	-50.6	-6.8	-42.0	-14.1
O=C(Nc1ccc(N2CCOCC2)cc1)C1CCN(S(=O)(=O)c2ccccc2F)CC1	13.0	7.9	0.762	-20.8	-15.5	-1.4	69.9*	3.3	-14.8
CCOc1ccc(OCCCCN2CCCC2)cc1	0.8	-8.6	-1.31	-4.3	-12.0	/	-4.7	/	-22.1[20 µM]
C=CCN1C(c2ccc(Br)cc2)=CS/C1=C(/C#N)c1nnc(N2CCOCC2)n1-c1ccccc1	/	-2.4	-2.73	9.6	-0.5	6.0	2.5	11.9	-8.3
O=C(NCc1cccs1)C1CCCN1C(=O)Nc1ccc(F)cc1 (stereo unspecified)	21.4	1.3	/	-12.2	-10.1	-0.2	1.1	0.0	-27.9
COC(=O)c1c(-c2ccncc2)csc1NC(=O)c1ccoc1C	-7.2	1.6	-0.825	1.9	-3.7	5.2	-3.5	-4.0	-16.0[20 µM]
Cc1[nH]n2cnnc2c(=O)c1Br	23.7	-0.4	0.622	-13.5	-2.6	-0.7	1.3	9.3	-12.2
Cc1cccc(C)c1OCC(=O)N/N=C/c1ccc2c(c1)OCO2	-9.8	6.7	0.23	-6.6	-7.2	-3.1	4.4	17.1	-22.2[20 µM]
C=CCn1c(COc2ccccc2)nnc1SCC(=O)Nc1ccc2c(c1)OCCO2	4.1	-10.1	/	-12.8	-2.8	-0.6	0.7	1.3	-14.1
O=C(NCCCn1cccn1)c1cc(COc2ccc(F)cc2Cl)on1	-21.6	/	-2.56	-0.6	-11.4	1.1	-1.8	-13.3	-23.3
O=c1c(-c2ccccc2)cnc2n1CCS2	30.7	-18.9	0.626	-4.6	-13.1	-6.0	4.4	-1.8	-28.2
Cc1cc(C)nc(NS(=O)(=O)c2ccc(N/C=C/C(=O)c3ccc(Cl)c(Cl)c3)cc2)n1	-6.6	-18.0	1.09	-17.4	-15.3	4.6	-4.5	-1.1	-11.1
COc1ccc(CN(CCC(c2ccccc2)C2CCOC(C)(C)C2)C(C)=O)cc1 (stereo unspecified)	6.2	-10.0	-0.84	-7.1	0.1	5.5[fluorescence artefact?]	-5.3	31.2	-10.6
CCOC(=O)c1cnn(-c2cc(C)nc3c(-c4ccc(Cl)cc4)c(C)nn23)c1N	-8.0	-5.8	0.163	-16.0	11.0	-1.7	1.5	15.3[fluorescence artefact?]	-22.4
Cc1nn(-c2ccc([N+](=O)[O-])cc2)c2c1C(c1cccc(Br)c1)N1C(=N2)C(=O)Nc2ccccc21 (stereo unspecified)	2.9	-6.7	-0.707	4.5	0.1	-7.4	-4.5	-15.6[fluorescence artefact?]	-8.3
CCOC(=O)C1CSC2(CCC(c3ccccc3)CC2)N1 (stereo unspecified)	-6.9	0.0	0.651	-2.4	-1.7	0.2	-3.9	-5.6	-15.1
Fc1ccccc1N=C1NN=C(c2ccccc2)CS1	-14.2	-3.7	-0.969	-5.9	-5.2	4.0	3.4	-1.0	-9.1
O=C(O)CCCC(=O)Nc1ccc(Oc2ncnc3cc(Cl)ccc23)nc1	4.2	-6.5	0.2	9.1	-3.2	0.1	-7.2	-11.8	-17.4
Cc1ccc(CN2CCN(Cc3cccn3-c3nccs3)CC2CCO)cc1 (stereo unspecified)	2.8	-2.1	0.0807	-6.8	-6.8	0.6	-5.0	-7.2	-35.2
CCNC(=S)NNc1ccccc1	-26.6	5.6	-0.308	-2.0	1.6	-2.1	0.1	-5.2	-15.2
O=C(NCc1ccccc1)c1ccc(Br)cc1	3.3	3.8	0.232	-9.5	-0.2	-2.5	-4.3	-0.8	-4.0
Cc1ccc(Nc2ccc(C(=O)NC3CCCCC3)cn2)cc1	-13.4	3.4	/	-16.5	-18.0	-1.9	4.8	-2.3	-28.9

A second format for three compounds above:
CN(C)c1ccc(/C=N/NC(=O)CN(c2cccc(Cl)c2)S(C)(=O)=O)cc1Br
- Rad51 HR inh: -0.1
- hK5 inh: -22.7
- KCC2 mod: 0.202
- EBV gp42 block: -7.1
- p47phox inh: 0.9
- eIF4E 4G PPI: 1.4
- Thrombin inh: -4.7
- 14-3-3 Bad inh: 12.6
- Furin inhibitor: -14.0[20 µM]
CCNC(=S)NNc1ccccc1
- Rad51 HR inh: -26.6
- hK5 inh: 5.6
- KCC2 mod: -0.308
- EBV gp42 block: -2.0
- p47phox inh: 1.6
- eIF4E 4G PPI: -2.1
- Thrombin inh: 0.1
- 14-3-3 Bad inh: -5.2
- Furin inhibitor: -15.2
O=c1c(-c2ccccc2)cnc2n1CCS2
- Rad51 HR inh: 30.7
- hK5 inh: -18.9
- KCC2 mod: 0.626
- EBV gp42 block: -4.6
- p47phox inh: -13.1
- eIF4E 4G PPI: -6.0
- Thrombin inh: 4.4
- 14-3-3 Bad inh: -1.8
- Furin inhibitor: -28.2

Later entries:
SMILES	Rad51 HR inh	hK5 inh	KCC2 mod	EBV gp42 block	p47phox inh	eIF4E 4G PPI	Thrombin inh	14-3-3 Bad inh	Furin inhibitor
CC1(C)C2CCC1(C)C(OC(=O)CNc1ccccc1)C2 (stereo unspecified)	18.3	-4.7	0.292	-9.8	5.0	2.2	-7.2	-0.1	-7.7
Oc1ccc(Cl)cc1-c1cc(-c2ccccc2)n[nH]1	3.4	-10.0	0.699	30.2	-8.6	2.9	-4.2	5.0	-6.3
NS(=O)(=O)c1ccc(NC(=S)N2CCC(O)CC2)cc1	3.5	0.9	0.859	0.2	-3.3	-7.4	-0.3	-8.9	-27.9
CCC(=O)Nc1nc2ccccc2n1CCN(CC)CC	0.3	19.0	/	-25.7	-3.6	7.2	1.2	43.9	-0.5[20 µM]
COC(=O)c1cn(CC(=O)NCc2ccco2)c2ccccc12	1.1	3.1	0.518	-2.8	-51.1	-3.8	-5.8	12.3	-12.1[20 µM]
Cn1c(=O)c(C(=O)Nc2ncccc2O)c(O)c2ccccc21	-2.5	4.1	1.45	-12.3	-4.3	5.1[fluorescence artefact?]	5.8	-2.3[fluorescence artefact?]	-7.9
Cc1nc(N2CCOCC2)[nH]c(=O)c1CCC(C)C	7.3	-9.1	/	-6.1	-12.1	-1.1	1.3	4.0	-13.1[20 µM]
CCOC(=O)Nc1cc(C(=O)OCC)c(C)nc1C	-5.3	-2.6	0.0697	-22.4	-9.3	0.7	0.0	-2.0	-3.5
COC(=O)c1cc2ccccc2c(=O)s1	7.6	1.6	/	-18.7	-6.5	0.6	0.8	-0.4	-17.6
COc1cc(Cl)cc(C=O)c1OCC(=O)O	/	/	0.418	-4.9	2.2	1.4	-6.9	-1.4	-16.0
CN(C)CCCN(C(=O)c1cc2ccccc2oc1=O)c1nc2c(F)cccc2s1	-1.4	-0.8	0.458	-30.8	-17.2	-1.2	-1.0	0.7	-15.5
O=C(c1ccccc1C(=O)N1CCN(c2ccc(F)cc2)CC1)N1CCN(c2ccc(F)cc2)CC1	2.4	4.2	-1.22	0.6	-8.0	4.8	-3.4	7.5	-5.9[20 µM]
C#CCNC(=O)c1ccc(OCc2ccccc2)cc1Cl	-78.9	-9.8	-2.86	-13.9	-7.0	0.2	-9.6	-10.2	-8.6
NS(=O)(=O)c1ccc(Nc2ccccc2)c([N+](=O)[O-])c1	-0.7	3.4	-0.778	-5.2	-4.2	1.5	-2.1	4.2	-27.4
CN(C(=O)CSC1=NC2C(N=N1)c1cc(Br)ccc1N2C)C1CCCCC1 (stereo unspecified)	5.2	14.0	/	-16.3	22.0	13.2	-1.9	-3.4	-13.0
Cc1noc(C)c1CCC(=O)N1CCCC(CCC(=O)NCc2ccccc2F)C1 (stereo unspecified)	5.1	2.2	0.387	-14.0	1.8	-0.1	-14.7	1.2	-5.8
COC(=O)[C@@]1(Cc2ccc(F)cc2)[C@H]2c3cc(C(=O)N(C)C)n(Cc4ccccc4)c3C[C@H]2CN1C(=O)c1ccccc1	-6.2	-7.6	-0.317	-3.0	-36.0	4.6	-1.4	-2.2	-8.8
Fc1ccccc1Sc1ccccc1CNC1=NCCN1	/	-14.8	0.307	-31.0	-6.0	-4.5[fluorescence artefact?]	-7.4	5.5[fluorescence artefact?]	-15.2
CC(C)CC(=O)Nc1ccc2oc(-c3ccncc3)nc2c1	0.6	0.4	/	-5.7	-5.8	3.2	-2.3	4.8	-19.4
N/C(=N\OC(=O)c1ccc(Cl)c(Cl)c1)c1ccccn1	-0.8	8.0	0.636	-15.3	-5.2	-9.1	9.2	6.3	-19.5[20 µM]
O=C(OCC(=O)N1CCN(C(=O)c2ccco2)CC1)c1ccccc1C(=O)c1ccccc1	5.6	0.7	1.01	7.4	-16.4	6.1	0.0	6.3	0.7
CC(C)(C)c1ccc(NC(=O)N2CCCN(c3c(Cl)cncc3Cl)CC2)cc1	-8.5	-1.7	0.00144	-8.8	-2.2	1.8	-3.1	-5.4	-10.1
CC(C(=O)Nc1cc([N+](=O)[O-])ccc1Cl)N1CCN(c2ccccc2)CC1 (stereo unspecified)	21.1	-7.5	0.798	-20.3	0.6	-4.3[fluorescence artefact?]	-2.7	8.3	-3.5
Cc1ccc(S(=O)(=O)Nc2ccc(S(=O)(=O)NC(C)(C)C)cc2)cc1	-2.0	-15.9	0.344	-6.6	-8.5	-0.1	-10.4	3.2	-13.0[20 µM]
CCOC(=O)CSc1ncc(OC)c(=O)[nH]1	-5.8	-0.5	/	-25.1	-11.6	-5.8	0.5	-3.1[fluorescence artefact?]	-29.9[20 µM]

(list continues)
SMILES	Rad51 HR inh	hK5 inh	KCC2 mod	EBV gp42 block	p47phox inh	eIF4E 4G PPI	Thrombin inh	14-3-3 Bad inh	Furin inhibitor
CS(=O)(=O)N(Cc1ccccc1)c1ccc(C(=O)NCc2ccccc2)cc1	-4.8	-2.3	/	0.3	-4.8	/	-2.8	/	-1.9[20 µM]
CCOc1ccc(NC(=O)Cn2sc3nc(C)cc(C)c3c2=O)cc1	/	-1.6	-0.0121	-29.1	39.8*	16.8	6.5	5.9	0.0
COc1ccc(-n2nc(C(=O)N3CCCCC3)c3ccccc3c2=O)cc1	-5.6	13.0	0.434	-16.5	7.5	4.4	-4.1	6.9	-9.2
N#CCCn1cc(C(CC(=O)c2ccccc2)C(=O)O)c2ccccc21 (stereo unspecified)	4.8	-3.4	0.17	-13.7	-10.7	-6.8	0.7	2.0	-21.5[20 µM]
Cc1ncc([N+](=O)[O-])n1CC(=O)NCCc1ccccc1	/	/	1.87	-13.4	-6.8	7.3	-2.4	2.5	-30.3
COc1ccc(-c2noc(CCCOc3ccc(Cl)cc3Cl)n2)cc1	-3.6	-4.0	-0.0879	-2.2	-3.6	-0.3	1.6	-2.1	-30.5[20 µM]
COc1ccc(OC)c(NC(=O)c2cnc(Nc3ccccc3OC)c3ccccc23)c1	27.5	-6.6	-1.03	3.8	-11.2	2.7	-3.6	-8.8	-11.9
COc1cc(OC)c(Nc2cc(C)nc3nc(C)nn23)cc1Cl	0.8	-10.4	0.16	-9.9	4.0	2.7[fluorescence artefact?]	-0.5	-5.3[fluorescence artefact?]	-5.7
Cc1[nH]n(-c2ccccc2)c(=O)c1/C=N/NC(=O)C(C)C	-6.2	-7.6	-0.47	-16.5	-22.8	3.9	-8.0	-26.3	-14.3
